# NadD block = NadD (S. aureus) enzyme inhibition | inhibition, % at 20 µM | AID 602399 | hit rate 0.78% among 360,000 | purified NadD enzyme, colorimetric absorbance read-out; in the data active = inhibition above about 26%; note: some compounds past the cut are filed as inactive
# MLLE-PAM2 inh = blocks PAM2 peptide binding to the PABP1 MLLE domain | P11940 | GST-MLLE / FITC-PAM2 fluorescence polarization | inhibition, % at 20 µM | hit rate 0.36% among 360,000 | AID 588489; in the data active = inhibition above about 35%, passing the limit was not always enough;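 note: plate controls were DMSO wells with GST-MLLE for no effect and wells lacking GST-MLLE protein for full effect; some results filed as inactive read as strong as hits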
# DNMT1 block = inhibitors of human DNMT1; hit rate 0.83% among 360,000; inhibition (reported as % activation of signal), % at 10 µM; P26358; AID 588458; DNMT1 molecular beacon, Hinp1I cleavage, fluorescence; in the data active = inhibition above about 50%
# LMPTP block = LMPTP (human) inhibition | P24666 | recombinant LMPTP-A, OMFP fluorogenic substrate, fluorescence intensity | inhibition, % at 20 µM | hit rate 0.22% among 360,000 | AID 651560;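 active = compounds that cut the enzyme signal by at least half of the control window in the single-dose screen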;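 note: plate controls were DMSO wells with enzyme plus substrate for no effect and substrate without enzyme for full effect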
# Target sequence (P24666 whole entry, looked up): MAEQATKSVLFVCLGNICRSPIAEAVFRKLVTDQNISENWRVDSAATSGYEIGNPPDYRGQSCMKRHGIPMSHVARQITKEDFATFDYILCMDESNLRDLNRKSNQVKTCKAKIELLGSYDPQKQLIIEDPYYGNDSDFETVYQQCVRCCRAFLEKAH
#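 Assay system: LMPTP-A, protein tyrosine phosphatase of low molecular weight / Medium: pH 6.0 Bis-Tris buffer with DTT and Triton X-100 / Schedule: 50 min enzyme reaction at room temperature, protected from light / Measured by: endpoint fluorescence intensity from OMFP dephosphorylation / Read-out basis: % inhibition relative to no-enzyme and uninhibited control wells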
# STEP block = inhibitors of human striatal-enriched phosphatase STEP. recombinant STEP, OMFP fluorogenic substrate, fluorescence. inhibition, % at 20 µM. hit rate 0.25% among 360,000. AID 588621;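 active = inhibition at 20 µM, scaled per plate between control wells, above about 37%, limit read from the data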;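 note: 0% = DMSO with enzyme and substrate and 100% = substrate only without enzyme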
#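 medium = Bis-Tris buffer pH 6.0, 2.5 mM DTT, 0.005% Tween 20 | test system = STEP (striatal-enriched tyrosine phosphatase) enzyme, cell-free | measure = normalized % inhibition | compound dosing = 20 µM, 1% DMSO | also added = 25 µM OMFP | schedule = reaction 20 min, ambient temperature | measured by = fluorescence read at 480 nm ex / 540 nm em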
# Tb MetRS inh = blocks T. brucei methionyl-tRNA synthetase activity | purified T. brucei MetRS, ATP depletion, Kinase-Glo luminescence | inhibition, % at 11.9 µM | hit rate 0.4% among 360,000 | AID 624268;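 active = inhibition above a per-plate cutoff of the control wells' mean inhibition plus 3 SD, cut at about 5.5% in these data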;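 note: 0% = DMSO wells median and 100% = median of wells with control inhibitor compound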
#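 Test system: purified T. brucei MetRS enzyme. Also added: ATP, methionine and E. coli bulk tRNA substrates. Compound: 11.9 µM single point. Schedule: 15 min enzyme-compound preincubation, 2 h reaction, 10 min detection, 25 °C. Signal: luciferase luminescence of residual ATP, Kinase-Glo. Evaluation: percent inhibition versus plate control medians. Controls: DMSO wells, low control.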
# CSN deneddyl inh = blocks human CSN-mediated cullin deneddylation; Purified CSN, SCF-Nedd8-OG deneddylation, fluorescence polarization; inhibition, % at 12.5 µM; AID 651999; hit rate 0.38% among 360,000;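 active = pattern-corrected inhibition above about 35%, with an unprinted fluorescence ratio check between 0.5 and 1.5, limit read from the data, passing the limit was not always enough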;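 note: 0% = enzyme with substrate and 100% = substrate without enzyme; some results filed as inactive read as strong as hits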
# Target sequence (Q92905 whole entry, looked up, one chain of several): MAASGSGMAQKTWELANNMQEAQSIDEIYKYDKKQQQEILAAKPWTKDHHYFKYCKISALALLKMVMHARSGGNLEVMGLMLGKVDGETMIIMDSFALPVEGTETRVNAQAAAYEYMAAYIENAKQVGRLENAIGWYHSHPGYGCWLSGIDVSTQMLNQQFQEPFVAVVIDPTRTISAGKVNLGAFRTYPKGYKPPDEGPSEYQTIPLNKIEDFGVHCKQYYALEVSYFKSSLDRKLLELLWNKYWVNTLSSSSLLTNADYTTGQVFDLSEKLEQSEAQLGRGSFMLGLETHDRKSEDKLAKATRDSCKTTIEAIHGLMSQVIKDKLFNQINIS
#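 Assay system: Purified human Csn5 enzyme expressed in HEK293T cells | Amount: Enzyme 0.24 nM | Measured by: Fluorescence polarization readout | Medium: Tris/NaCl/DTT buffer, pH 7.5 | Compound dosing: One concentration, 12.5 µM, 0.25% DMSO | Times: 90 min incubation of compound, enzyme and substrate at room temperature | Control set: no-enzyme wells high, enzyme-with-substrate wells low | Read-out: % inhibition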
# Scp-1 inhibitor = Scp-1 (human) phosphatase inhibition | Recombinant Scp1, phosphopeptide, malachite green phosphate absorbance | inhibition, % at 20 µM | hit rate 0.88% among 340,000;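 active = inhibition above about 50% at 20 µM, limit read from the data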;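 note: plate controls were DMSO wells with enzyme for no effect and wells lacking enzyme for full effect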
# Target sequence (Q9GZU7 76-261 limits assumed): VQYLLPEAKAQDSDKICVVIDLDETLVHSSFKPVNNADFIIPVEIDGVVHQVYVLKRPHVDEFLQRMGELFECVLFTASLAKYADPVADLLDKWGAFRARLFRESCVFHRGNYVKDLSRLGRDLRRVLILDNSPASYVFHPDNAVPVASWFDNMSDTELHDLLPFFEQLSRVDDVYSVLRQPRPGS
#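 Test system: SCP-1 phosphatase catalytic domain, residues 76-261; measured by: colorimetric phosphate reagent with accelerator and stabiliser, absorbance at 630 nm; timing: enzyme reaction 45 min at room temperature, colour 5 min, stabilisation 30 min; also added: Phosphorylated 17-residue peptide substrate; compound dosing: one concentration, 20 µM, with 1.0% DMSO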
# Rpn11 block = blocks the human proteasome subunit Rpn11 | O00487 | human 26S proteasome, Ub4-pepOG fluorescence polarization; 20S core pre-blocked with epoxomicin | calls only at 20 µM | hit rate 0.59% among 360,000 | AID 588493;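 active = inhibition at 20 µM, scaled to each plate's controls, above about 33%, limit read from the data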
# Target sequence (O00487 whole entry, looked up): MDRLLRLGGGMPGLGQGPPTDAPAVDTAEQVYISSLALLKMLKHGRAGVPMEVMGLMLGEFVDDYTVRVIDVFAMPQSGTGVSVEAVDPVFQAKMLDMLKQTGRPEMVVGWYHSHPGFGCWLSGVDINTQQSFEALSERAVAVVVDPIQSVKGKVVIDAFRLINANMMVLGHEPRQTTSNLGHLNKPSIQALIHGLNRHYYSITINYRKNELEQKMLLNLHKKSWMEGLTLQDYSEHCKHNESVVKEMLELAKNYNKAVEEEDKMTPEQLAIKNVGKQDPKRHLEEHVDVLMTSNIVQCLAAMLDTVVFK
# SUMO1-SIM PPI = alters human SUMO1 binding to SIM partners | P63165 | SUMO1 binding to a labelled peptide, TR-FRET, 1 h | inhibition, % at 20 µM | hit rate 0.33% among 360,000; in the data active = inhibition above about 37%
# * = called active by the depositor; i = inactive; . = not tested or not shown; + = active, no number.
SMILES,NadD block,MLLE-PAM2 inh,DNMT1 block,LMPTP block,STEP block,Tb MetRS inh,CSN deneddyl inh,Scp-1 inhibitor,Rpn11 block,SUMO1-SIM PPI
O=C(N/N=C/c1ccc2c(c1)OCO2)c1ccc(NS(=O)(=O)c2cccs2)cc1,0,7,0,1.2,0,2.2,-3,-6,i,8
CN(C)c1ccc(/C=C(/C(=O)c2ccc(Cl)cc2Cl)n2cncn2)cc1,-3,-163,-1,11,0,0.2,79*,-6,.,-58
COC(=O)/C(=C\c1c(OC)cc(OC)cc1OC)C(=O)c1ccc2c(c1)OCO2,-9,-6,0,-1.1,-1,-0.5,-2,-6,i,-5
COc1ccc(N(C(=O)CNC(=O)c2ccco2)C(C(=O)NCC2CCCO2)c2ccccc2)c(OC)c1 (stereo not drawn),1,-2,-1,-1.0,0,-0.2,0,2,i,1
CCOC(=O)c1cc(C(C)C)sc1NC(=O)COC(=O)c1nccnc1N,-2,-9,-4,-0.8,2,-0.5,2,-3,i,1
COc1ccc(CSc2n[nH]c(=O)[nH]c2=O)cc1,-4,8,0,-2.2,-2,0.0,-3,.,i,-11
CCc1nnc(NC(=O)CSc2nc3c(c(=O)n2CC)SC(C)C3)s1 (stereo not drawn),0,-1,-3,-0.2,-1,-0.4,2,-5,i,0
O=C(N/N=C/c1ccco1)c1cc(-c2ccccc2)nc2ccccc12,4,7,-1,-0.5,-2,0.1,-2,-2,i,-11
COc1ccc2[nH]c(C)c(CN3CCC(C)CC3)c(=O)c2c1,4,14,3,-1.8,-1,1.1,6,-2,i,3
O=C(NCc1ccccn1)C1CCN(C(=O)c2cc3sccc3n2Cc2ccc(F)cc2)CC1,-3,11,-4,-0.9,-2,-0.9,1,0,i,2
Cc1ccc(C(=O)OCc2nc3ccsc3c(=O)[nH]2)o1,-4,6,6,-2.4,1,-0.7,3,11,i,1
COc1ccc(Nc2nnc(-c3ccc(C(=O)NCCO)cc3)c3ccccc23)cc1,5,-5,-4,0.0,-4,1.6,4,0,i,-14
O=C(NC(=S)N(Cc1ccccc1)Cc1ccccc1)C1CCCCC1,-1,-2,2,0.5,3,0.1,-1,-6,i,-3
Cc1ccsc1CN1CC(=O)N(c2c(C)cccc2C)C1=S,-11,0,-7,-1.1,0,-0.2,-2,-4,i,-1
O=C(Nc1ccc2c(c1)CCCN2C(=O)c1cccs1)c1ccccc1,-8,-24,0,-1.4,1,-1.9,-3,-1,i,3
O=C(Nc1nc2cc3c(cc2s1)OCCO3)c1cccc(N2C(=O)CCC2=O)c1,9,-9,-1,1.5,3,-0.8,-8,-4,i,-1
Cc1onc(-c2ccccc2Cl)c1C(=O)Nc1ccc(S(=O)(=O)N2CCCC2)cc1,-1,-17,2,-0.1,0,-0.9,1,-12,i,2
COC1=C/C(=C/c2c(N)n3nc(-c4ccc(C)cc4)sc3nc2=O)C=CC1=O,35*,-150,4,1.6,4,-0.1,78*,21,.,8
CN(CC(=O)Nc1ccc(OC(F)(F)F)cc1)S(=O)(=O)c1cnc[nH]1,-4,5,4,-0.5,-2,0.0,2,-12,i,-5
COC(=O)C1(C)COP(=O)(Nc2ccc(OC)cc2)OC1 (stereo not drawn),2,-7,0,-1.4,2,-0.6,1,.,i,4
CC(=O)CN1Cc2ccccc2/C1=N\C(=O)Nc1ccccc1,4,-6,-6,-0.1,-2,-0.7,-4,-7,i,15
Cc1ccc2cccc(N=Cc3c(C)[nH]n(-c4ccccc4)c3=O)c2n1,-1,-15,-9,5.1,-2,-0.7,-3,-14,i,-12
C#CCOCCOCCOCCNc1nc(N2CCN(C(=O)[C@H](CCCCN)n3cc(CN)nn3)CC2)nc(N2CCN(C(=O)[C@H](CCC(=O)O)n3cc([C@@H](N)CCSC)nn3)CC2)n1,4,-7,3,-11,-3,0.4,0,4,i,-3
O=C(Nc1ccc(S(=O)(=O)N2CCCCC2)cc1)c1ccccc1F,-10,8,1,0.8,-1,0.2,3,-10,i,8
Cc1cc(OCCN2CCOCC2)ccc1Cl,3,-3,2,0.3,-1,-0.3,-2,-1,i,-1
O=C(Nc1cccc(C(F)(F)F)c1)c1ccccc1NC(=O)C1CCCCC1,-4,10,-2,3.8,1,-0.4,-4,3,i,-1
CCCNC(=O)NC(=O)CSc1nc(C)cs1,8,-1,2,1.6,-2,0.6,2,-4,i,-9
O=C1CSC(c2cccnc2)N1c1ccc(Cl)cc1 (stereo not drawn),2,16,3,0.7,1,-0.5,-1,-5,i,2
COc1ccc(CN2CCNC(=O)C2CC(=O)NC2CCCCCCC2)cc1OC (stereo not drawn),1,14,-7,-1.2,1,0.0,0,-8,i,-1
COc1ccc2cc(/C=N/O)c(Cl)nc2c1,-12,14,-1,-2.4,-1,-1.0,4,-3,i,-4
COc1ccccc1NS(=O)(=O)c1ccc(Cl)c(NC(=O)c2sc3cc(Cl)ccc3c2Cl)c1,25,8,6,-0.4,2,-0.7,12,-6,i,1
CCCn1c(SCC(=O)Nc2c(C)cccc2CC)nnc1C(C)C,1,9,2,0.2,1,0.3,2,-6,i,-2
CCN(CC)c1ccc(NS(=O)(=O)c2ccc(OC)cc2)cc1,0,9,-2,0.0,0,-0.5,4,-1,i,3
O=[N+]([O-])c1cc(Cl)ccc1Oc1ccc(-c2nnco2)cc1,-7,-15,0,0.2,-3,2.4,2,-7,i,-16
O=C(Nc1ccc(Cl)c(Cl)c1)Nc1nccs1,-5,8,-7,2.3,-1,2.3,0,0,i,-3
Cc1ccc(S(=O)(=O)N(C)C)cc1NC(=O)c1c(-c2c(F)cccc2Cl)noc1C,-8,1,1,-1.7,0,-0.5,-7,-11,i,-2
CCOC(=O)N1CCC(N2CCCC(C(=O)c3cc(C)c(OC)c(C)c3)C2)CC1 (stereo not drawn),-2,10,-1,-1.4,12,0.1,0,-2,i,2
Cc1cc(NC(=O)COC(=O)c2ccc([N+](=O)[O-])cc2Cl)no1,0,3,2,0.6,-4,0.4,-5,-2,i,-34
O=C(Nc1cccc(S(=O)(=O)C(F)(F)F)c1)[C@H]1C[C@H](O)[C@@H](CO)O1,-1,4,2,-1.7,4,-0.1,1,.,i,1
CCOc1cc(C(=O)Nc2ccccc2F)cc(Br)c1OCC,-5,3,1,2.9,3,0.2,-3,-9,i,-4

# Printed as active in CSN deneddyl inh (from the list above):
smiles | NadD block | MLLE-PAM2 inh | DNMT1 block | LMPTP block | Tb MetRS inh | CSN deneddyl inh | Scp-1 inhibitor | Rpn11 block | SUMO1-SIM PPI
CN(C)c1ccc(/C=C(/C(=O)c2ccc(Cl)cc2Cl)n2cncn2)cc1 | -3 | -163 | -1 | 11 | 0.2 | 79* | -6 | . | -58
COC1=C/C(=C/c2c(N)n3nc(-c4ccc(C)cc4)sc3nc2=O)C=CC1=O | 35* | -150 | 4 | 1.6 | -0.1 | 78* | 21 | . | 8

# (cont.)
SMILES,NadD block,MLLE-PAM2 inh,DNMT1 block,LMPTP block,STEP block,Tb MetRS inh,CSN deneddyl inh,Scp-1 inhibitor,Rpn11 block,SUMO1-SIM PPI
O=C(CSc1ccccn1)Nc1ccc2c(c1)CCC2,0,-13,1,-0.4,1,0.1,-6,-7,i,8
O=C(Nc1ccc(Cl)cc1)c1cc(S(=O)(=O)Nc2ccccn2)ccc1Cl,-3,1,-1,0.3,-3,-0.9,7,-6,i,5
COC(=O)C1=C(C)NC(=S)NC1c1ccc(OCC(=O)N2CC(C)OC(C)C2)c(OC)c1 (stereo not drawn),4,-124,-3,-0.7,-4,-0.3,7,-2,i,3
CCCOc1ccc(-c2c(C(=O)N/N=C/c3ccsc3)nnn2-c2nonc2N)cc1,6,-3,17,0.0,-2,0.2,-2,-11,i,6
Cc1ccc(C)c(OCCSc2nnc(C)c(=O)[nH]2)c1,0,2,1,0.8,-6,0.1,4,-8,i,2
Cc1nnc(NC(=O)c2ccc(C)c(S(=O)(=O)N3CCOCC3)c2)s1,-3,11,-2,-1.0,1,-0.1,1,-1,i,1
Cc1cccc(C(=O)OCC(=O)Nc2ccccc2C(=O)NC2CC2)c1,-6,-4,2,0.0,-2,-0.7,-2,-1,i,1
CCOc1ccc2nc(COC(=O)c3ccco3)c(C(C)=O)[n+]([O-])c2c1,-2,2,0,0.1,-1,-0.4,-1,-11,i,-22
O=C(NCc1ccccc1CN1CCCC1)c1cccc(S(=O)(=O)N2CCOCC2)c1,3,3,6,-1.7,-4,0.0,-3,-10,i,2
NC1=NC[C@H](c2ccccc2)N1CC1CCCCC1,-6,-18,6,-0.2,-1,-0.2,1,-2,i,-8
Oc1cnn(-c2ccccc2)c1,-3,-5,7,-1.1,-4,-1.2,-1,-2,i,-1
CCn1c(C)c(C(C)=O)cc(C#N)c1=O,-6,-4,-2,-1.3,-1,0.2,3,-6,i,2
CCCCn1c(N)c(N(Cc2ccccc2OC)C(=O)C(C)C)c(=O)[nH]c1=O,6,-4,1,-1.3,-1,0.1,-1,-5,i,-3
O=C(NCCc1ccccn1)c1ccc2nc(Cc3ccccc3F)oc2c1,1,-2,0,-0.4,0,-0.4,1,-4,i,-1
Cn1nc([N+](=O)[O-])nc1Sc1cccc2cccnc12,3,29,-11,0.6,1,0.1,0,-1,+,-17
Cc1ccn2cc(C(=O)Nc3cccc(C(=O)NC4CC4)c3)nc2c1,-1,0,0,0.3,-1,-0.3,1,-1,i,3
CC1Sc2ccc(S(=O)(=O)N3CCC(C(=O)N(C)Cc4ccco4)CC3)cc2NC1=O (stereo not drawn),-1,-22,1,-1.1,1,-0.4,8,17,i,-1
CCOP(=O)(OCC)c1nc(-c2ccc(C)cc2)oc1N1CCOCC1,-2,7,-3,-1.5,3,-0.6,0,-5,i,0
O=C(CSc1nnc(-c2ccccc2Br)o1)N1CCN(C(=O)c2ccco2)CC1,3,-58,0,1.1,-3,-0.5,7,-6,i,5
Cc1nnsc1-c1c(C(=O)N2CCOCC2)c(C)nn1-c1ccc(Cl)cc1,1,4,-1,-0.8,-2,-0.3,5,11,i,-6

# Source: PubChem (several laboratories)

# Random draw from the library; about 3.6% have a hit in one of these screens.
